# SW480 rerep: DNA re-replication induction in SW480 cells; AID 624297; SW480 DNA re-replication, Hoechst DNA content imaging, 48 h; Potency, µM (highest dose often 46.1 µM), for the others: at the top dose re-replication activation, most hits filed as activators; 340,000 compounds, 1.8% hits; also: potency is read from the fitted curve at half-maximal effect; % of control where 0% means no effect; nearly all actives have a fitted effect of over 55% in size
#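 First, 250 cells per well were seeded. Next, compound or vehicle (23 nL) was pinned in, plates sat 48 hr at 37 C. Finally Hoechst was added for 40 min before fluorescence scanning.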
# DRD3 antagonist: antagonists of human D3 dopamine receptor | D3R cells, DiscoveRx beta-arrestin luminescence, antagonist mode; hits give low values | 360,000 compounds, 2.5% hits | P35462 | AID 652054 | max response, negative = inhibition, %; in the data active = max response below about -50%; inconclusive = no clear call, values can overlap the other calls; also: % is scaled to controls: 0 for no effect and ±100 for the full control effect; mostly tested at two doses, the higher about 12 µM
# Target sequence (P35462 whole entry, looked up): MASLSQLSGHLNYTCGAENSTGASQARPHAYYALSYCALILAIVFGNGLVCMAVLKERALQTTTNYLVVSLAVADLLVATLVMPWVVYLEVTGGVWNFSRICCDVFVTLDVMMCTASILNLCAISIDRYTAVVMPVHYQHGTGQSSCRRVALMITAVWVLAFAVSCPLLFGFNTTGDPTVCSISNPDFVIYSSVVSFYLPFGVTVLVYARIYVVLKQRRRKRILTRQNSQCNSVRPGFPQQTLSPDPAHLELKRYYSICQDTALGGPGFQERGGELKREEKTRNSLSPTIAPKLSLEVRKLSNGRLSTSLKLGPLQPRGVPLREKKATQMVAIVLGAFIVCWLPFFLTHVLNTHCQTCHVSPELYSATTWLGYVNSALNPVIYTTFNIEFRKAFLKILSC
#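 Cells expressing the human receptor were seeded at 1500 cells/well, incubated overnight at 37 degrees C in 5% CO2, then exposed to library compounds with dopamine controls for 90 minutes at 37 degrees C before luminescent detection.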
# GLP1R ag: activates the human GLP-1 receptor. HEK293 GLP-1R CRE-luciferase, luminescence, 4-6 h; cells express a hypersensitive GLP-1R form. Potency, µM (titrated, usually from 45.6 µM), for the others: top-dose activation, most hits filed as activators. 380,000 compounds, 0.007% hits; also: potency is read from the fitted curve at half-maximal effect; % of control where 0% means no effect
# Target sequence (P43220 whole entry, looked up): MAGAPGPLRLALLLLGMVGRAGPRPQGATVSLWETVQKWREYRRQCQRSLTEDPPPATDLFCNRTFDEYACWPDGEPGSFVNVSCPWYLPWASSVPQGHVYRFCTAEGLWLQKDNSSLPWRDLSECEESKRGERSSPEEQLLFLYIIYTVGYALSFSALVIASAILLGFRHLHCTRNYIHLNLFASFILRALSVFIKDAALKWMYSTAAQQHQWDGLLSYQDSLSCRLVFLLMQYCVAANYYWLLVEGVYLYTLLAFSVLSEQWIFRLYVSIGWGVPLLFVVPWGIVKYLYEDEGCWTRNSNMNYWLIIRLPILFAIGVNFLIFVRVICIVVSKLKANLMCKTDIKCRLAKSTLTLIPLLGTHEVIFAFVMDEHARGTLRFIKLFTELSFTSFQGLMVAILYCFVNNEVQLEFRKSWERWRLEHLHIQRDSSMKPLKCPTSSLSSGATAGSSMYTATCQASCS
# IL1B secr inh: inhibitors of inflammasome signaling (IL-1 beta secretion) | THP-1 LPS/ATP IL-1B secretion, AlphaLISA, 16 h; hits give low values | activity change, % at 57.5 µM | 360,000 compounds, 4.7% hits; in the data active = activity change below about -50%; inconclusive = mostly about -30% to -49%; also: % is scaled to controls: 0 for no effect and ±100 for the full control effect
#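 Secreted IL-1B measured by AlphaLISA bead assay after 16 h compound exposure of THP-1 cells; compounds (final up to 57.5 uM) added 1 h before LPS (250 ng/mL) and ATP (1.25 mM) stimulation; lower signal means less secretion.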
# D3 ag: activates the human D3 dopamine receptor; D3R DiscoveRx beta-arrestin cells, luminescence, 90 min; P35462; max activation, %; 410,000 compounds, 0.58% hits; in the data active = max activation above about 30%; also: 0% is about no effect; mostly tested at two doses, the higher about 12 µM
#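 Cells at 1500/well, incubated overnight, then treated with pinned compounds (dopamine as control) for 90 min at 37 degrees C. DiscoveRx reagent added for 30 - 60 minutes at room temperature; luminescence read.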
# HT1080 IDH1KD tx: kills HT-1080 cells with IDH1 knockdown. HT-1080 IDH1 knockdown viability, ATP luminescence, 48 h. AID 686971. 360,000 compounds, 2% hits. Potency, µM (top dose mostly 46.1 µM), inactives show top-dose activity, negative = toxicity, most hits filed as cytotoxic;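 also: potency is read from the fitted curve at half-maximal effect; 0% = DMSO wells and -100% = cell-free medium wells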
#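 Assay cells: HT-1080 with IDH1 knockdown, 750 per well, RPMI/5% FBS. Exposure: 48 h at 37 °C following 2 h pre-incubation. Read: CellTiter-Glo luminescence; fitted concentration-response, curve class assigned.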
# HT1080-NT tox: kills 2HG-producing HT-1080-NT fibrosarcoma cells | HT-1080-NT fibrosarcoma viability, CellTiter-Glo ATP luminescence, 48 h | Potency, µM (series often up to 46.1 µM), for the others: top-dose activity, negative = less viability, most hits filed as cytotoxic | 360,000 compounds, 1.6% hits;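 also: NT is the 2HG producing partner of a matched IDH1 knockdown line; potency is read from the fitted curve at half-maximal effect; 0% = DMSO-treated cells and -100% = media-only wells without cells; nearly all actives have a fitted effect of over 55% in size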
#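 Compounds were tested in concentration-response format on HT-1080-NT cells for 48 hours at 37 degrees C. Cell viability came from CellTiter-Glo luminescence; curves were classified by r2, response magnitude and activity.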
# KB-V1 cytotox: kills drug-selected multidrug resistant KB-V1 cells. KB-V1 MDR cells viability, CellTiter-Glo, 72 h. Potency, µM (titrated, usually from 46.1 µM), for inactives: at the highest dose activity change, negative = cytotoxicity, hits mostly cytotoxic. 400,000 compounds, 3.4% hits. AID 1347076; also: potency is read from the fitted curve at half-maximal effect; % is scaled to controls: 0 for no effect and ±100 for the full control effect; nearly all actives have a fitted effect of over 60% in size
#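 Following 72 h at 37 degrees C with compound, KB-V1 cell viability was read by CellTiter-Glo luminescence, medium being phenol-red-free DMEM plus 10% FBS; concentration-response parameters came from normalized, curve-fitted qHTS data.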
# KB-3-1 tox: kills parental KB-3-1 adenocarcinoma cells. 400,000 compounds, 1.4% hits. Potency, µM (doses to about 46.1 µM), inactives show top-dose activity change, negative = cytotoxic, hits mostly cytotoxic. KB-3-1 viability, CellTiter-Glo ATP luminescence, 72 h; also: potency is read from the fitted curve at half-maximal effect; % is scaled to controls: 0 for no effect and ±100 for the full control effect; nearly all actives have a fitted effect of over 60% in size
#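 KB-3-1 cells, DMEM (no phenol red) + 10% FBS; compound by pin transfer, 72 h, 37 °C. Readout: CellTiter-Glo luminescence after 10 min. Data normalized, curve-fitted.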
# An asterisk follows results filed as active; i = inactive; ? = inconclusive; & = joins results of further samples; [ ] = remark or other dose. Unless noted, calls follow the shape of the dose curve; as a rule, active = well fitted curve in the direction sought with a large enough effect; inconclusive = small, poorly fitted or top-dose-only effect, or another doubt; inactive = no such curve, though single readings can be large; an effect the other way counts as inactive or inconclusive.
SMILES,SW480 rerep,DRD3 antagonist,GLP1R ag,IL1B secr inh,D3 ag,HT1080 IDH1KD tx,HT1080-NT tox,KB-V1 cytotox,KB-3-1 tox
COc1ccc(-n2cc(-c3ccccc3)c3c(N4CCOCC4)ncnc32)cc1,20.2%,52.8,8.0%,-146.3*,12.4,?,?,16.4µM*,-6.3%
OCCC1CN(Cc2ccc3nsnc3c2)CCN1C1CCCCC1 (stereo not drawn),-5.8%,-15.5,4.9%,36.7,-18.5,14.6%,10.3%,2.5%,15.7%
Cc1cc(N/N=C/c2ccc(O)cc2O)nc(N2CCOCC2)n1,-30.4%[inhibitor],6.7,18.0%,-5.9,-9.5,4.5%,10.9%,-6.4%,2.3%
COc1ccc(C(CNC(=O)c2ccccc2SC)N(C)C)cc1 (stereo not drawn),-5.0%,-8.1,5.1%,-5.5,-31.7,21.2%,17.9%,-25.9%,4.0%
CC1Cc2ccccc2N1CC(=O)NCc1ccccc1Cl (stereo not drawn),1.9%,-5.2,-3.7%,0.8,-2.3,5.3%,-7.0%,-1.8%,35.5%
COCCn1nnnc1C(CC(C)C)N1CCN(c2ccccc2)CC1 (stereo not drawn),-2.7%,-1.4,4.7%,-2.9,0.6,0.2%,-1.2%,?,-4.7%
Cc1ccc(O)c(C2=NCCNC(C(F)(F)C(F)F)=C2)c1,-6.6%,10.4,-6.6%,1.4,0.3,-2.1%,-11.4%,9.2%,12.7%
Cc1ccc(C(=O)Nc2ccc(S(=O)(=O)N3CCc4ccccc4C3)cc2)o1,-1.2%,8.9,-5.3%,-0.9,2.9,?,-4.6%,14.6µM*,-0.4%
O=C(O)c1ccc2c(=O)n3c(nc2c1)/C(=C/c1ccc(F)cc1)CC3,-8.8%,11.2,0.0%,39.8,1.0,13.9%,22.5%,19.2%,14.8%
CC12c3ccccc3C(c3ccccc31)C1C(=O)N(Cc3cccnc3)C(=O)C12 (stereo not drawn),-4.0%,-21.0,2.0%,-50.6*,-19.6,6.8%[9.24 µM],-16.1%,-21.9%,15.6%
Cc1cc2c(N3CCCCC3C)ncnc2s1 (stereo not drawn),0.4%,0.0,26.9%,19.2,-5.5,-15.1%,-16.4%,?,-21.4%
CCCOc1ccc([N+](=O)[O-])c(N)c1,-4.8%,-5.1,-0.5%,12.4,2.6,0.3%,5.4%,-4.6%,-10.9%
Cn1c(NCc2ccccc2O)nc2ccccc21,-1.7%,-10.1,-0.1%,-11.7,0.0,-2.3%,-0.6%,-4.4%,13.0%
COc1cc(OCC(N)=O)cc(OC)c1OC,?,18.8,-3.8%,23.8,7.3,4.9%,9.0%,-2.0%,-4.1%
O=C(NCCc1csc(-c2cccc(F)c2)n1)c1ccco1,?,30.8,11.9%,-5.3,-1.2&1.1,0.0%,-3.1%,-8.8%&3.2%,27.2%&-1.5%
COc1ccc(CC(=O)NNc2ncnc3c2cnn3Cc2ccccc2)cc1OC,-4.2%,-5.6,0.1%,42.3,-9.6,14.8%,-1.2%,16.3%,-6.6%
Cc1cc(NC(=O)CSc2nc3sc(C)c(C)c3c(=O)n2C2CCCC2)no1,-9.9%,-15.4,-0.2%,-4.3,10.8,8.3%,25.5%,7.3%,10.7%
CCOC(=O)c1[nH]c(C(=O)O)c(CCN(CC)CC)c1C,9.1%,8.9,-2.1%,7.6,2.3,0.0%,22.1%,2.0%,-3.7%
COc1cc(C(=O)NC(=S)Nc2csc(-c3ccc(F)cc3)n2)cc(OC)c1OC,-6.9%,-2.3,-2.1%,25.5,0.7,2.3%,0.3%,-8.1%,1.9%
COc1ccc(S(=O)(=O)NCCSCc2ccco2)cc1Cl,-4.8%,-6.6,2.7%,-13.5,2.2,-1.6%,-4.1%,0.0%,2.6%
CC(C)(C)c1ccc(-c2cn(-c3ccc(Br)cc3)c3[n+]2CCCS3)cc1,0.8%,-16.3,-6.6%,-99.1*,-11.4,8.2µM*,23.1µM*,-15.9%,?
Cc1ccc(-c2nn(C)c(=O)c3ccccc23)cc1CNC(=O)c1ccco1,7.8%,43.2,21.2%,11.3,1.8,-15.0%,-3.5%,?,4.0%
Cc1cc(N)n2ncc(-c3ccc(F)cc3)c2n1,3.5%,25.2,8.1%,-6.2,7.2,?,?,-2.1%,-1.0%
Cc1ccc(NC(=O)CN(C)C(=O)c2cc(C)on2)cc1,-1.8%,-5.6,-1.3%,5.1,4.8,8.3%,3.7%,?,2.0%

# No new results follow: four of the compounds above.
SMILES,SW480 rerep,DRD3 antagonist,GLP1R ag,IL1B secr inh,D3 ag,HT1080 IDH1KD tx,HT1080-NT tox,KB-V1 cytotox,KB-3-1 tox
Cn1c(NCc2ccccc2O)nc2ccccc21,-1.7%,-10.1,-0.1%,-11.7,0.0,-2.3%,-0.6%,-4.4%,13.0%
COc1cc(OCC(N)=O)cc(OC)c1OC,?,18.8,-3.8%,23.8,7.3,4.9%,9.0%,-2.0%,-4.1%
O=C(NCCc1csc(-c2cccc(F)c2)n1)c1ccco1,?,30.8,11.9%,-5.3,-1.2&1.1,0.0%,-3.1%,-8.8%&3.2%,27.2%&-1.5%
COc1ccc(CC(=O)NNc2ncnc3c2cnn3Cc2ccccc2)cc1OC,-4.2%,-5.6,0.1%,42.3,-9.6,14.8%,-1.2%,16.3%,-6.6%

# (more compounds)
SMILES,SW480 rerep,DRD3 antagonist,GLP1R ag,IL1B secr inh,D3 ag,HT1080 IDH1KD tx,HT1080-NT tox,KB-V1 cytotox,KB-3-1 tox
N#C/C(=C(/O)CCl)c1nc2c(s1)CCc1ccccc1-2,?,-9.7,2.8%,-95.1*,-20.7,?,?,14.6µM*,4.11µM*
Cc1ccc(NC(=O)c2ccc(NCc3ccc(F)cc3)nc2)cc1,-7.1%,8.5,7.6%,-5.6,20.1,-22.5%,-0.3%,17.2%,-3.2%
C[n+]1c2n(c3ccccc31)N=C(c1ccc(-c3ccccc3)cc1)CS2,0.9%,3.9,5.7%,?,-2.1,?,?,2.5%,2.7%
COc1ccc(OC)c(/C=N/NC(=O)C(=O)N/N=C/c2cc(OC)ccc2OC)c1,17.5%,-2.5,3.6%,9.6,-4.7,-17.1%,-9.9%,-3.0%,-3.4%
Nc1nc(SCc2ccc(Cl)cc2)[nH]c(=O)c1-c1ccccc1,-0.6%,31.6,10.3%,?,0.4,-8.7%,-4.3%,-15.4%,0.0%
CC(=O)N1N=C(c2ccc(Cl)cc2)CC1c1ccc([N+](=O)[O-])cc1 (stereo not drawn),?,-6.2,7.1%,-12.6,-3.6,6.0%,1.5%,-5.1%,2.8%
CN(C)/C=N/c1cc(=O)n(C)c(=O)n1CC1CC1,-26.3%,10.5,-5.9%,11.7,-6.5,1.5%,25.1%,-3.3%,0.1%
CN(CC(=O)Nc1cccc(F)c1)C(=O)c1cccc(-n2cccc2)c1,0.5%,2.0,-10.1%,-7.1,-5.4,-4.2%,-0.7%,?,6.5%
O=C(Cn1cc(/C=N/O)c2ccccc21)N1CCOCC1,1.1%,-12.4,-8.0%,4.9,0.1,6.3%,11.1%,15.6%,11.0%
Cc1ccc(NC(=O)C2CC(=O)n3c(nc4ccccc43)N2)cc1Cl (stereo not drawn),-9.0%,-1.4,2.8%,-8.6,-5.4,10.6%,16.5%,-2.7%,5.1%
COc1cc(NC(=O)c2ccccc2)c(OC)cc1NC(=O)Cc1ccc(C)cc1,1.7%,12.8,17.1%,33.9,8.1,18.6%,13.8%,0.3%,2.0%
O=C(COC(=O)c1ccc2c(c1)OCCO2)NCc1ccccc1Cl,-0.9%,20.0,6.4%,?,-6.2,6.5%,6.1%,17.4%,-0.5%
COc1cccc2c(C)cc(N3CCCCCC3)nc12,-7.0%,-0.6,-1.2%,0.8,2.4,-6.0%,0.7%,0.0%,-19.0%
C/C(=N\NC(=O)c1nnn(-c2nonc2N)c1-c1cccs1)c1cccnc1,?,-12.8,-3.1%,5.2,-7.6,11.4%,-3.6%,?,?
Cc1cc(C)c(NC(=O)CNC(=O)COC(=O)C2CCN(c3ccc(C(F)(F)F)cn3)CC2)c(C)c1,-23.1%,2.4,2.7%,i,8.1,0.2%,-1.3%,-0.6%,-5.0%
CN1CCN(C(=O)c2cnn(-c3ccccc3)c2NC(=O)c2ccccc2F)CC1,-6.0%,10.0,-13.3%,20.0,-2.1,19.2%,6.0%,10.6%,14.9%
O=C(NCc1nnc(SCC(=O)N2CCCC2)o1)c1ccccc1F,-6.9%,-8.8,-5.6%,11.7,1.5,0.3%,8.3%,2.5%,10.4%
COc1ccc(C(C(=O)NC2CCCC2)N(C(=O)c2csnn2)C2CCCC2)cc1 (stereo not drawn),-6.1%,-14.4,6.8%,-9.2,-14.0,-3.4%,2.6%,-9.6%,-1.2%
OCCN(CCO)c1ncnc2c1oc1ccc(Br)cc12,-1.6%,-4.2,21.8%,5.6,-2.1,?,-19.2%,?,8.2%
CN(CC(=O)Nc1cccc(S(=O)(=O)N2CCCCC2)c1)Cc1ccc(F)cc1,-4.6%,2.6,10.1%,9.8,1.3,-4.0%,-21.5%,-2.3%,-5.9%
COc1ccc(C(CNC(=O)c2ccc(NS(=O)(=O)c3ccc(F)c(C)c3)cc2)N(C)C)cc1 (stereo not drawn),1.8%,-15.4,4.5%,-0.1,-16.1,3.9%,-1.8%,-16.3%,14.5%
COc1ccc(NC(=O)Cn2nnc3sc4c(c3c2=O)CC(C)(C)OC4)cc1,-10.2%,-4.3,11.1%,4.0,-2.0,1.5%,-3.3%,9.7%,1.2%
Cc1cccn2cc(-c3cccc(NC(=O)c4cccs4)c3)nc12,-1.6%,8.5,19.4%,-83.0*,1.4,-9.1%,-3.0%,?,?
COc1ccc(OC)c(CN2CCN(C(=O)c3ccc(NS(=O)(=O)c4cccc([N+](=O)[O-])c4)cc3)CC2)c1,6.7%,-5.7,-4.1%,7.8,-12.4,-5.4%,-5.1%,-3.2%,-5.4%
COc1ccc2cc3cc(C(=O)NCCN4CCc5ccccc5C4)oc3nc2c1,-4.2%[9.22 µM],?,-17.5%,-19.8,-12.6,?,-23.9%,?,?
